Source: PubChem BioAssay (National Center for Advancing Translational Sciences (NCATS))
GCN5L2 inh: blocks human GCN5L2 histone acetyltransferase | Q92830 | Potency, µM (highest dose often 58.9 µM), for the others: at the top dose activity change, negative = inhibition, most hits filed as inhibitors | 390,000 compounds, 0.21% hits | AID 504327 | GCN5L2 HAT assay, ThioGlo1 CoA-SH fluorescence
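Compounds, pin-transferred from DMSO stocks, meet 20nM GCN5L2 for 15 min before the reaction begins with H3(1-25) peptide (75uM) and acetyl-CoA (70uM). Thiol-reactive ThioGlo1 reports CoA release over 20 min at room temperature.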
TDP1 cell noCPT: qHTS for Inhibitors of human tyrosyl-DNA phosphodiesterase 1 (TDP1): qHTS in cells in absence of CPT | DT40 Tdp1-/- hTDP1 cells, no CPT, ATP luminescence, 48 h | AID 686978, 2013 | Potency, µM (doses to about 46.2 µM), without a hit: top-dose activity change, negative = growth inhibition, actives largely listed as inhibitors | 420,000 compounds, 15% hits; further: nearly all actives have a fitted effect of over 55% in size
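Seeded 400 DT40-hTDP1 cells/well (vehicle DMSO, no 20 nM CPT); pinned compounds; ≥48 hr at 37 °C; CellTiter-Glo luminescence as viability measure.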
TDP1 block: blocks human tyrosyl-DNA phosphodiesterase 1; recombinant TDP1, AlphaScreen DNA substrate cleavage; Potency, µM (titrated, usually from 130 µM), inactives show at the top dose activity change, negative = inhibition, hits mostly inhibitors; 350,000 compounds, 0.28% hits; AID 485290; further: nearly all actives have a fitted effect of over 40% in size
Target sequence (Q9NUW8 whole entry, looked up): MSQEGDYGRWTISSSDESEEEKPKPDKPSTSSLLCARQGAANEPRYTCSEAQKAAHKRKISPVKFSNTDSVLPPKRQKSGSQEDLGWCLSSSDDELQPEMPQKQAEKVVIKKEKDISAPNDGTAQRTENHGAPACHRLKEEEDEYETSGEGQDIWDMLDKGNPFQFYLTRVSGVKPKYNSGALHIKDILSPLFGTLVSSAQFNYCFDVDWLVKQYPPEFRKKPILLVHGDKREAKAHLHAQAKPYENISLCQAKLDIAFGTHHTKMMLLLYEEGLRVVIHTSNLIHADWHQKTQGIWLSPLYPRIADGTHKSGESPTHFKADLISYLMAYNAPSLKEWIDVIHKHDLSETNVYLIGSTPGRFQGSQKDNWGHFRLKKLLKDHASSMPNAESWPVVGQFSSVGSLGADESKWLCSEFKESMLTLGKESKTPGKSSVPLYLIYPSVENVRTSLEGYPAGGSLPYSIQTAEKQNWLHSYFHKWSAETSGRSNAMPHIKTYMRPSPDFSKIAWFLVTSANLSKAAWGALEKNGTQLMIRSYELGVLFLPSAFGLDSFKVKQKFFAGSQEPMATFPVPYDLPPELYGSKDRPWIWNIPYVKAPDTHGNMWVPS
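Recombinant E. coli-expressed Tdp1 (1 nM) preincubated with compound 15 min at RT, then 5'-biotin/3'-phosphotyrosine-FITC DNA substrate (15 nM) added for 5 min. AlphaScreen beads (10 ug/ml) added, 10 min RT; tyrosine-FITC cleavage read as signal loss.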
Starred values were filed as active, the others as inactive; ? = inconclusive; . = no result given; & = joins results of further samples; [ ] = remark or other dose. The call rests on the fitted dose curve; in most records, active means well fitted curve in the direction sought with a large enough effect; inconclusive means small, poorly fitted or top-dose-only effect, or another doubt; inactive means no such curve, though single readings can be large; an effect the other way counts as inactive or inconclusive. On the % scale 0 is the no-effect control and ±100 the full control effect; potency means the concentration at half of the fitted maximal effect. Some of the compounds tested (hit frequency here may not be typical).

Results follow in this order: GCN5L2 inh | TDP1 cell noCPT | TDP1 block
- CC(C)(C)NC(=S)N1CCC(C(=O)c2ccc(F)cc2)CC1
 : -1% | 6% | .
- COc1ccc(C2CCCN2C(=S)Nc2cccc(C)c2C)cc1OC (stereo unspecified)
 : 1% | ? | 3%
- Cc1cccc(S(=O)(=O)Nc2nc3ccccc3nc2Nc2cccc(C(=O)O)c2)c1
 : -5% | -21% | 4%
- COc1ccc2oc(C(=O)N3CCCc4ccccc43)c(C)c2c1
 : -5% | ? | -16%
- C=CCNC(=O)c1ccccc1NC(=O)C1COc2ccccc2O1 (stereo unspecified)
 : 1% | 0% | 11%
- CCCC(C(=O)Nc1ccc(S(=O)(=O)N2CCCC2)cc1)c1ccccc1 (stereo unspecified)
 : -10% | ? | -2%
- CS(=O)(=O)c1cccc(C(=O)Nc2ccc(-c3nc4ccccc4[nH]3)cc2)c1
 : -16% | 7.3µM* | 2%
- CC1=CC(C)(C)N2C(=O)C3(C(C#N)=C(N)OC4=C3C(=O)CC(C)(C)C4)c3cccc1c32 (stereo unspecified)
 : 4% | . | 2%
- CC[C@H](C)[C@H](NC(=O)[C@H](Cc1ccc(O)cc1)NC(=O)[C@@H]1CCCN1C(=O)[C@H](CCCN=C(N)N)NC(=O)[C@H](CCCN=C(N)N)NC(=O)[C@@H]1CCCN1C(=O)[C@H](CCCCN)NC(=O)[C@H](CC(N)=O)NC(=O)[C@H](CCC(N)=O)NC(=O)[C@H](Cc1ccc(O)cc1)NC(=O)[C@H](CC(C)C)NC(=O)[C@@H]1CCC(=O)N1)C(=O)N[C@@H](CC(C)C)C(=O)O
 : -4% | . | 7%
- Cc1onc(-c2ccccc2)c1C(=O)Nc1nc(-c2ccc(F)c(F)c2)cs1
 : -2% | 26µM* | -2%
- CCOC(=O)CCN(c1ccccc1)S(=O)(=O)c1ccc2[nH]c(=O)ccc2c1
 : -2% | -20% | -3%
- CCn1c(CC(=O)Nc2ccccc2F)nnc1SCC(=O)Nc1nncs1
 : -3% | 5% | 11%
- O=C(NCCc1ccccc1)c1ccnc(/C=N/O)c1
 : -4% | -30% | 6%
- CC(C)Cc1ccc(C(C)C(=O)Nc2ccc(O)cc2)cc1 (stereo unspecified)
 : -2% | 13µM* | 2%
- CCOc1cc(/C=N/NC(=O)Cc2ccc(C(F)(F)F)cc2[N+](=O)[O-])ccc1O
 : -1% | -11% | 0%
- O=C(CSc1ccc(-c2ccccn2)nn1)Nc1cccc(F)c1
 : -12% | 18µM* | 3%
- Cc1cc(C(=O)N/N=C/C=C/c2ccccc2[N+](=O)[O-])c(C)o1
 : -6% | -29% | -3%
- CCN1C(=S)SC(=O)C1=C1C=C(C)N(Cc2ccco2)C(C)=C1
 : -8% | 5.2µM* | 11%
- O=C(Oc1ccc(Br)cc1C(=S)N1CCOCC1)c1ccccc1
 : 1% | -20% | 4%[0.0935 µM]
- Cc1ccc(-c2cccc(CN3CCN(C(C)C)C(CCO)C3)c2)o1 (stereo unspecified)
 : -1% | 7% | 5%
- CN(Cc1nc(-c2ccccc2)no1)C(=O)c1ccc2c(c1)OCO2
 : 1% | -4% | .
- COC(=O)N/N=C/C1=CCC2CC1C2(C)C (stereo unspecified)
 : -7% | -5% | 7%
- COCCn1c(SCC(=O)NCCCN2CCCC2=O)nc2ccccc2c1=O
 : 0% | 4% | 0%
- Cc1cccc(N2CCN(C(=O)Cn3nc(C)n4cccc4c3=O)CC2C)c1 (stereo unspecified)
 : -2%&-4% | -25%&-27% | 9%
- C[C@H]1CN=C(Nc2ccccc2)N1CCc1ccccc1
 : -1% | -10% | -2%
- Cc1ccc(C(=O)Nc2ccncc2)cc1S(=O)(=O)N1CCOCC1
 : -3% | ? | -13%
- C=CCn1c(SCC(=O)Nc2cc(C)on2)nnc1-c1ccccc1OC
 : -6% | -16% | -2%
- Cc1cccc(N=N/C(=C\O)C(=O)c2cccs2)c1
 : -10% | ? | 15%
- COc1cccc(CNC(=O)CCNS(=O)(=O)c2ccc(Br)s2)c1
 : -5% | ? | 0%
- CCOC(=O)c1cn2nc(-c3ccc(OC)cc3)cc2nc1C1CCN(C(=O)OC(C)(C)C)CC1
 : -4% | ? | -2%
- Cc1ccc(C(=O)NCC(=O)NCC(=O)OCc2ccc(F)cc2)cc1
 : -11% | -2% | 5%
- COc1ccc(OCc2ccc(-c3nc(C#N)c(NCc4ccc(F)cc4)o3)o2)cc1
 : -18% | 23µM* | 5%
- N#CCSc1nnc(COc2cccc3ccccc23)n1-c1cccc(Cl)c1
 : -12% | 21µM* | 3%
- O=C(O)Cc1ccc2c(c1)N(S(=O)(=O)c1cccs1)CC(C(=O)O)O2 (stereo unspecified)
 : 1% | 11% | 1%
- CCN(CC)S(=O)(=O)c1ccc(-c2nnc(SCc3nnc(-c4ccc(C)cc4)o3)o2)cc1
 : 1% | -26% | 6%
- COc1cccc(-c2nc(SCc3cc(=O)c4cc(Cl)ccc4[nH]3)n[nH]2)c1
 : -4% | -10% | 0%
- Cc1cc2c(ncn2C)c(NS(=O)(=O)c2ccc(F)cc2)c1C
 : -2% | -6% | -3%
- Cc1nn(Cc2c(F)c(F)c(F)c(F)c2F)c(C)c1NC(=O)c1ccnn1C
 : ? | 18% | 3%
- O=C(c1ccc(OC2CCN(CCc3ccccc3)CC2)cc1)N1CCC[C@H]1CO
 : -25% | 1% | 0%
- O=[N+]([O-])/C(C(Cl)=C(Cl)Cl)=C(\Sc1ccccc1)N1CCCCC1
 : -5% | 23µM* | 6%
- CC(C)CC(=O)Nc1cc2c3c(c1)C(C)C(=O)N3CCC2 (stereo unspecified)
 : -4% | ? | 2%
- Cc1ccc(C)c(NC(=O)C2=CCN(S(=O)(=O)c3ccc(F)cc3)CC2)c1
 : 2% | -21% | 3%
- COc1cccc(C(=O)NCc2cn3cccc(C)c3n2)c1
 : -6% | -15% | 3%
- Cn1c(=O)c2[nH]c(N/N=C(/C#N)C(N)=O)nc2n(C)c1=O
 : 0% | ? | 5%
- N=c1sccn1CC(=O)Nc1cccc2ccccc12
 : 0% | -6% | 8%
- COc1ccc(CNC(=O)N[C@H](C(=O)O)C(C)C)cc1OC
 : -5% | 13% | 0%
- C#CCOCCOCCOCCNc1nc(N2CCN(C(=O)[C@H](C(C)C)n3cc(CCO)nn3)CC2)nc(N2CCN(C(=O)[C@H](CCCCN)n3cc(CCCC)nn3)CC2)n1
 : 1% | 2% | -1%
- CCc1ccc(NC(=O)c2ccccc2SC)cc1
 : -7% | 6% | 0%
- CCOc1ccc(NC(=O)CCNS(=O)(=O)c2ccc3c(c2)c(=O)n(C)c(=O)n3C)cc1
 : -3% | -5% | 0%
- CCCCN1C(=O)C(O)=C(C(C)=O)C1c1ccccc1 (stereo unspecified)
 : -3%[0.501 µM] | -25% | -4%
- CC(=O)Nc1ccc(S(=O)(=O)NCCC(=O)OCC(=O)c2cc(C)ccc2C)cc1
 : -10% | -21% | -8%[0.505 µM]
- C/C(=N\NC(=O)c1csc2ccccc12)c1ccc(O)cc1
 : -11% | 9.2µM* | 4%
- COC(=O)c1cccc2c1-c1ccccc1/C2=N\NC(N)=O
 : 1% | 15µM* | .
- CC(C)CCn1c(N2CCc3ccccc3C2)nc2c1c(=O)[nH]c(=O)n2C
 : -2% | ? | 6%
- COc1cccc(/C=N/NC(=O)c2ccc(-c3ccccc3)cc2)c1O
 : -5% | 4.6µM* | 4%
- O=C(O)/C=C/C(=O)Nc1ccc(-c2ccccc2)cc1
 : 1%&1% | -1% | 3%&8%
- O=C(COC(=O)c1ccc2c(c1)OCO2)Nc1ccccc1F
 : -6% | -13% | 1%
- Cc1c(NC(=O)/C=C/C(=O)O)cccc1[N+](=O)[O-]
 : 27% | 5% | 0%
- O=C(Nc1nccs1)C1CCN(S(=O)(=O)c2cccs2)CC1
 : -4% | -6% | 0%
- Cc1ccccc1NC(=O)Cn1cccc1
 : -11% | 13% | -2%

Complete entries as entered above. Order of screens: GCN5L2 inh | TDP1 cell noCPT | TDP1 block
O=C(NCCc1ccccc1)c1ccnc(/C=N/O)c1 as listed: -4% | -30% | 6%
Cc1ccccc1NC(=O)Cn1cccc1 as listed: -11% | 13% | -2%
O=C(O)Cc1ccc2c(c1)N(S(=O)(=O)c1cccs1)CC(C(=O)O)O2 (stereo unspecified) as listed: 1% | 11% | 1%
COc1cccc(/C=N/NC(=O)c2ccc(-c3ccccc3)cc2)c1O as listed: -5% | 4.6µM* | 4%
O=C(CSc1ccc(-c2ccccn2)nn1)Nc1cccc(F)c1 as listed: -12% | 18µM* | 3%

Next structures
canonical_smiles | GCN5L2 inh | TDP1 cell noCPT | TDP1 block
Cc1ccc(NC(=O)c2cnc(SCC(=O)N3CCCc4ccccc43)n(C)c2=O)cc1C | -1% | 3% | -3%
CC(=O)Oc1cc2c(C(=O)NCCN3CCOCC3)c(C)oc2c2ccccc12 | 5% | 16µM* | 6%
CCOC(=O)Cn1c(=O)n(CC2CCCO2)c2nc(-c3ccccc3Cl)nc(C(N)=O)c21 (stereo unspecified) | -4% | . | 4%
COc1ccc(-c2[nH]c(-c3ccc(Cl)cc3)nc2SCC(=O)Nc2nccs2)cc1 | 1% | 23µM* | -3%
COc1ccc2c(c1)CCc1sc(NC(=O)c3cccc(Br)c3)nc1-2 | -18% | ? | -5%
C/C(=N/NC(=O)c1ccc(Br)o1)c1cccs1 | -3% | 11% | 3%
Clc1ccc(-c2noc3ncnc(NCCc4ccccc4)c23)cc1 | 0% | ? | -8%
CCOc1ccc(N(CC(=O)NC2CCCC2)S(=O)(=O)c2c(C)noc2C)cc1 | -2% | -27% | 4%
CC(C)N=C(NS(=O)(=O)c1ccc(Br)cc1)c1ccc(Cl)cc1 | -6% | 7% | -5%
C=CCN1C(=O)/C(=N/n2cnnc2)c2ccccc21 | -2% | 4.6µM* | 2%
O=C(COC(=O)CNC(=O)c1ccc([N+](=O)[O-])o1)Nc1ncc(C(F)(F)F)cc1Cl | -5% | ? | 1%
CN(C)c1ccc(NC(=O)CCN2C(=O)c3cccc([N+](=O)[O-])c3C2=O)cc1 | -11% | 17% | .
CCc1ccccc1NC(=O)CNC(=O)c1n[nH]c(=O)c2ccccc12 | -1% | 3% | -1%
COc1ccc(-c2sc3ccccc3c2-c2ccc(O)cc2)cc1 | -8% | ? | 0%
COc1ccc(Nc2nnc(C)c(=O)[nH]2)cc1 | -1%[0.501 µM] | 0% | 2%
CN(C)S(=O)(=O)Oc1ccsc1C(=O)Nc1cccc(Cl)c1Cl | -9% | ? | -12%
COc1cccc(C2CC(=O)Nc3c2c(=O)n(C)c(=O)n3C)c1OC (stereo unspecified) | 0% | -9% | 5%
Cc1ccc(Cn2c(=O)c3ccccc3n3c(-c4cccc(O)c4)nnc23)cc1 | -2% | ? | 6%
Cc1cc(NC(=NC2CC2)c2ccccc2)n(-c2ccccc2)n1 | -2% | -6% | -3%
CCCCOc1ccc(CNC(=O)c2ccc(NC(=O)N3CCSc4ncccc43)cc2)cc1 | 1% | ? | 6%
O=C(C[n+]1cccc(NC(=O)c2ccccc2)c1)c1ccc(NC(=O)c2ccccc2)cc1 | -7% | ? | 5%
NNS(=O)(=O)c1ccc(Sc2ccccn2)c([N+](=O)[O-])c1 | -4% | -27% | 11%
CSc1ccccc1NC(=O)COC(=O)Cc1ccsc1 | -2% | -10% | -4%
Nc1nc2ccc(C(=O)Nc3ccccc3)cc2s1 | -8% | -18% | 2%
O=C(/C=C/c1ccccc1)NC(=S)Nc1ncccn1 | 4% | -20% | .
COc1ccc(N(CC(=O)NCc2ccco2)C(=O)CCC(=O)Nc2ccccn2)cc1 | -8% | -12% | 8%
CCOC(=O)N1CCN(C(=O)CN(c2cccc(C(F)(F)F)c2)S(=O)(=O)c2ccccc2)CC1 | -3% | -21% | 3%
COc1ccc(/C=C2\S/C(=N/S(=O)(=O)c3cccs3)NC2=O)cc1 | 1% | 3% | -3%
O=C(CN(Cc1ccccc1F)S(=O)(=O)c1ccc(Cl)cc1)NCCCO | -8% | -17% | 4%
Cc1cc(O)c(/C=N/Nc2ccc(F)cc2)c(=O)o1 | -7% | -3% | 0%
O=C(NNC(=O)c1ccc([N+](=O)[O-])o1)c1ccccc1 | 18% | ? | 6%
CC(Sc1nc2ccccc2n1C)C(=O)NC(c1ccccc1)c1ccccc1 (stereo unspecified) | -7% | -20% | 0%
COc1ccc(C)cc1-n1nnnc1SC/C(O)=C(\C#N)c1nc2ccccc2[nH]1 | -17% | -21% | -9%
O=C(C1CC1)N1N=C(c2ccccc2)CC1(O)C(F)(F)C(F)(F)F (stereo unspecified) | -12% | -3% | .
COc1ccc(OC)c(N2C(N)=NC(N)=NC23CCCC3)c1 | -9% | -8% | 1%
